Screens from PubChem BioAssay.
POLK inh – inhibitors of human DNA polymerase kappa; Q9UBT6; actives 0.53% (n = 400,000); purified Pol kappa, fluorescent DNA synthesis assay, 10 min; Potency, µM (series often up to 107 µM), without a hit: at the highest dose activity, negative = inhibition, usual class: inhibitors; further: potency means the concentration at half of the fitted maximal effect; on the % scale 0 is the no-effect control and ±100 the full control effect
Target sequence (Q9UBT6 whole entry, looked up): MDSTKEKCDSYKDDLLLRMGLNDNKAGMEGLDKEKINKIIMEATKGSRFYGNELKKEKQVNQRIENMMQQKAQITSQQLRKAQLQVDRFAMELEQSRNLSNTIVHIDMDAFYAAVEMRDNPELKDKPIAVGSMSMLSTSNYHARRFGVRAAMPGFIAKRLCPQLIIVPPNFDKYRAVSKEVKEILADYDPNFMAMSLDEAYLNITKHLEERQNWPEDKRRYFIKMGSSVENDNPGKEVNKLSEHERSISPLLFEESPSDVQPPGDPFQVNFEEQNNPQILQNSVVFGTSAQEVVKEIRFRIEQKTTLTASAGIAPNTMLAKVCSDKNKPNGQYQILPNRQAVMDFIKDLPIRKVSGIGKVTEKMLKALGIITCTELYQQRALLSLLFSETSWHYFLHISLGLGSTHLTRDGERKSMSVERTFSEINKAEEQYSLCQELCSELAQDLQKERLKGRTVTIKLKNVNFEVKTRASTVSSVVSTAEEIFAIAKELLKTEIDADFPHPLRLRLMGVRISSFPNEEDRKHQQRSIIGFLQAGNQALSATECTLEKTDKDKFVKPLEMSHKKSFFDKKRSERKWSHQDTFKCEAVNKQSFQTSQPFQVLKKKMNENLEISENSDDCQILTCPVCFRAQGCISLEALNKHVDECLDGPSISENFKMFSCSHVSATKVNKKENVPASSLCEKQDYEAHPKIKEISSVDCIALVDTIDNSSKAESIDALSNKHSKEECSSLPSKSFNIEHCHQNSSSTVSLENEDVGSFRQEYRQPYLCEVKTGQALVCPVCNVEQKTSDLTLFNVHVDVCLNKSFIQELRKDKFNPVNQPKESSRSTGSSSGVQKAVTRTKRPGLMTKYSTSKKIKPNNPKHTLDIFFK
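Here, compound and 10 nM enzyme are combined for 15 min at room temperature; adding 50 nM substrate (final) starts DNA synthesis, tracked by fluorescence at 0 and 10 min against buffer-only wells.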
BLM helicase inh – blocks DNA unwinding by human BLM helicase; recombinant BLM DNA unwinding, fluorescence dequenching; Potency, µM (titrated, usually from 56.1 µM), for the others: at the highest dose activity change, negative = inhibition, usual class: inhibitors; actives 0.2% (n = 350,000); P54132;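 further: potency means the concentration at half of the fitted maximal effect; plate controls were vehicle for no effect and no enzyme for full effect; nearly all actives have a fitted effect of over 35% in size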
LDHA inh – LDHA (human) enzyme inhibition; P00338; purified LDHA, NADH/diaphorase-resazurin fluorescence; active compounds read low; activity change, % (values are at about 110 or 230 µM); actives 0.15% (n = 480,000); AID 1347041; in the data active means activity change below about -30%; inconclusive means mostly about -25% to -30%;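 further: plate controls were DMSO wells for no effect and wells without enzyme for full effect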
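Human LDH5 at 2 nM final in Tris HCl pH 7.4 with 0.06 mM NADH and 0.2 mM pyruvate, reacted 5 minutes at room temperature. Remaining NADH coupled via diaphorase/resazurin; resorufin fluorescence read at 0 and 20 minutes, normalized to enzyme-free and DMSO wells.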
Pol beta inh – blocks human DNA polymerase beta activity | actives 1.3% (n = 340,000) | P06746 | Potency, µM (doses to about 114 µM), inactives show top-dose activity change, negative = inhibition, actives largely listed as inhibitors | Pol beta primer extension/strand displacement, fluorescence kinetic; further: potency means the concentration at half of the fitted maximal effect; on the % scale 0 is the no-effect control and ±100 the full control effect
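10 nM enzyme + cpd, 15 min RT; start with substrate 50 nM final; read 0 min and after 10 min RT. Corrected, normalized data; 4-parameter Hill curve fit.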
GRP78 ERSR act – inducers of ER stress response in human glioma cells; actives 0.02% (n = 420,000); U87-MG GRP78 promoter luciferase reporter, 16 h; Potency, µM, without a hit: top-dose activation, actives largely listed as activators; further: potency means the concentration at half of the fitted maximal effect; series mostly up to about 76 µM; % of control where 0% means no effect; nearly all actives have a fitted effect of over 35% in size
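ERSR induction read as luciferase luminescence (Bright-Glo, 10 min at room temperature) in stably transfected human U87-MG glioma cells exposed to compounds for 16 h, using GRP78 as sensor.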
Pol iota inh – blocks human DNA polymerase iota activity; Q9UNA4; Pol iota fluorescent replication assay, 10 min; Potency, µM (top dose mostly 115 µM), inactives show top-dose activity, negative = inhibition, usual class: inhibitors; actives 1% (n = 390,000); AID 588590; further: potency means the concentration at half of the fitted maximal effect
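Pol iota at 10 nM preincubated 15 min with compounds at room temperature; reaction started with fluorescent substrate, 50 nM final. Fluorescence read kinetically at 0 and 10 min; buffer-only wells as negative control.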
Apoferritin bind – candidate novel general anesthetic via apoferritin binding. P02791. apoferritin/1-aminoanthracene competitive binding, fluorescence. Potency, µM (doses to about 77.5 µM), without a hit: top-dose activity change, negative = displacement, hits mostly inhibitors. actives 0.074% (n = 350,000). AID 485281; further: potency means the concentration at half of the fitted maximal effect; on the % scale 0 is the no-effect control and ±100 the full control effect; nearly all actives have a fitted effect of over 20% in size
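Steps: apoferritin (10 uM) was premixed with half-saturated 1-AMA in PBS, compounds were pin-transferred, plates stood 10 min at room temperature, fluorescence was read at 380/535 nm, and curves were fitted with a Hill equation.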
APEX1 inh – APE1 (human) endonuclease inhibition; recombinant APE1, TAMRA/BHQ-2 abasic DNA cleavage fluorescence; Potency, µM (titrated, usually from 65.8 µM), without a hit: at the highest dose activity change, negative = inhibition, actives largely listed as inhibitors; actives 0.35% (n = 350,000); AID 2517;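 further: potency means the concentration at half of the fitted maximal effect; plate controls were vehicle for no effect and reference inhibitor for full effect; nearly all actives have a fitted effect of over 55% in size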
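Quantitative HTS: incision of a TAMRA/BHQ-2 double-stranded substrate bearing a tetrahydrofuran abasic site by 0.75 nM APE1 raises fluorescence. Substrate 50 nM final, added after 15 min compound preincubation at room temperature; progress as third-minus-first kinetic read difference.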
Pol eta inh – DNA polymerase eta (human) inhibition. Potency, µM (titrated, usually from 114 µM), for the others: at the top dose activity change, negative = inhibition, usual class: inhibitors. actives 1.2% (n = 390,000). recombinant Pol eta, fluorescent DNA replication assay. Q9Y253; further: potency means the concentration at half of the fitted maximal effect; on the % scale 0 is the no-effect control and ±100 the full control effect
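Pol eta (10 nM) was preincubated with compounds for 15 min at room temperature, after which fluorescent replication substrate (50 nM final) was added to start the reaction. Fluorescence was read kinetically at 0 and 10 min.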
* = called active by the depositor; ? = inconclusive; . = not tested or not shown; & = joins results of further samples; [ ] = remark or other dose. Unless noted, the call rests on the fitted dose curve; in most records, active means well fitted curve in the direction sought with a large enough effect; inconclusive means small, poorly fitted or top-dose-only effect, or another doubt; inactive means no such curve, though single readings can be large; an effect the other way counts as inactive or inconclusive. The list is partial; rates above refer to the full screens.

No. | molecule | POLK inh | BLM helicase inh | LDHA inh | Pol beta inh | GRP78 ERSR act
1 | CCN1C(=O)N/C(=C/c2ccc(C)o2)C1=O | 4%[60.1 µM] | -17% | 2 | ? | -1%
2 | COc1ccc(S(=O)(=O)NC(C)(C)C)cc1-c1nnc2c3ccccc3c(C)nn12 | 1%[60.1 µM] | 2%&1% | -6&2 | -1%&5% | 2%&-5%
3 | C[n+]1ccccc1/C=N\O | -5%[19.4 µM] | 5%[21.4 µM] | . | . | -4%
4 | Cn1c(=O)c2c(Nc3ccc(F)cc3)cc(=O)n(-c3ccccc3)c2n(C)c1=O | 7% | -10% | 0 | 35% | -4%
5 | CC(=O)NS(=O)(=O)c1ccc(NC(=O)CN2C(=O)C3C4C=CC(C4)C3C2=O)cc1 (stereo unspecified) | -14% | -1% | -10 | 0% | -3%
6 | CCOCCCN(C(=O)Cn1nnc2ccccc21)C(C(=O)NCc1ccco1)c1ccncc1 (stereo unspecified) | -20% | -4% | 10 | 27% | -3%
7 | CN(Cc1cccs1)C(=O)Cc1csc(-c2ccccc2)n1 | -14% | -3% | -11 | -24% | 1%
8 | Cc1ccc2c(c1)nnn2C1CCN(CC(=O)NCCc2nc3ccccc3[nH]2)CC1 | -10% | 1% | 0 | 1% | -2%
9 | COc1ccc(-c2noc(CCC(=O)NCCCN3CCC(Cc4ccccc4)CC3)n2)cc1 | -16% | -9% | -3 | -4% | -6%
10 | Cc1ccc(C2c3[nH]c4ccccc4c3C[C@H]3C(=O)N(c4ccccc4C(=O)NCCCN4CCOCC4)C(=O)N23)cc1 (stereo partly specified) | 21% | -3% | 2 | 9% | -3%

No. | Pol iota inh | Apoferritin bind | APEX1 inh | Pol eta inh
1 | 40µM* | -14% | ? | -9%
2 | 16%&22% | -15%&-18% | 5% | 4%&6%
3 | . | -8%[29.3 µM] | . | .
4 | 111%[activator] | 5% | 8% | -23%
5 | -7% | 9% | 2% | -13%
6 | 29% | -12% | -4% | ?
7 | 1% | -20% | -1% | 10%
8 | 11% | -6% | 3% | -4%
9 | 9% | -10% | 4% | 2%
10 | 32%[activator] | -23% | 12% | -15%

(next part)
No. | molecule | POLK inh | BLM helicase inh | LDHA inh | Pol beta inh | GRP78 ERSR act
11 | O=C(O)C1CC(=O)N(CCc2ccccc2)C1 (stereo unspecified) | -9% | 0% | -6 | 6% | -3%
12 | COc1ccc(N(CC(=O)NCc2ccc(F)cc2)C(=O)CCC(=O)Nc2ccccn2)cc1 | 6% | 1% | -1 | 4% | -1%
13 | COC(=O)c1ccccc1NC(=O)c1cc(C2CC2)on1 | 5% | 0% | 0 | ? | 3%
14 | C=CCN(c1ccc(C(=O)Nc2cccc([N+](=O)[O-])c2)cc1)S(C)(=O)=O | -10% | -5% | -10 | 24% | -1%
15 | COC(=O)[C@H](CCSC)NC(=O)C/C=C\[C@@H](C)[C@@H](CO)OC | . | 1%[12.4 µM] | . | . | -3%
16 | COc1ccc(CN2CCC(n3nccc3NC(=O)C3CC3)CC2)cc1O | -4% | -6% | -10 | 7% | -4%
17 | COc1ccc(-c2[nH]ncc2CN(C)CCN2CCOCC2)cc1F | 0% | 1% | -6 | 4% | -5%
18 | CC[C@]12c3[nH]c4cc(CCC(=O)N(C)C)ccc4c3CCN1C(=O)[C@@H](CC(=O)NCc1cccc(C(F)(F)F)c1)C[C@@H]2C(=O)N1CCN(C(=O)c2ccco2)CC1 | 4% | . | -2 | . | 1%
19 | Cc1ccc(N(C(=O)c2csnn2)C(C(=O)NCc2ccccc2)c2cccnc2)cc1 (stereo unspecified) | -4% | 0% | -7 | 22% | 0%
20 | COc1cccc(CNC(=O)Cc2c(C)c3cc4c(C)coc4cc3oc2=O)c1 | -10% | -7% | -14 | 16% | -2%

No. | Pol iota inh | Apoferritin bind | APEX1 inh | Pol eta inh
11 | -11% | -14% | 2% | 8%
12 | 105%[activator] | 7% | 7%[12.4 µM] | -15%
13 | 4% | -3% | 6% | -10%
14 | 95%[activator] | -12% | -10% | -7%
15 | . | -1%[15.3 µM] | -6%[12.4 µM] | .
16 | 31%[activator] | 1% | 7% | -8%
17 | 99%[activator] | -5% | 2% | -8%
18 | 29% | . | -18% | -12%
19 | -19% | -7% | 53% | -13%
20 | -5% | -12% | . | -20%

Other results.
No. | molecule | POLK inh | BLM helicase inh | LDHA inh | Pol beta inh | GRP78 ERSR act
21 | O=C(CCOc1ccccc1)N(Cc1cccnc1)c1nc2c(F)cccc2s1 | -14%[60.1 µM] | -12% | -2 | 18% | -9%
22 | Cc1ccc(C(C)C)c(OCCNC(=S)Nc2cccc3ccccc23)c1 | -8% | -16% | -2 | 3% | -7%
23 | Cc1ccc(CN2CCN(Cc3ccc(OC(C)C)cc3)CC2CCO)o1 (stereo unspecified) | 12% | 2% | -4 | 2% | -4%
24 | CC(C)Cn1c(N)c(C(=O)CSc2ncn[nH]2)c(=O)n(C)c1=O | -1% | . | 1 | . | 1%

No. | Pol iota inh | Apoferritin bind | APEX1 inh | Pol eta inh
21 | ? | 54%[activator] | . | -26%
22 | 1% | 42%[activator] | -4% | -18%
23 | 0% | -5% | 4% | -5%
24 | 17% | . | . | -1%

Some of the entries above in a different format:
#14 C=CCN(c1ccc(C(=O)Nc2cccc([N+](=O)[O-])c2)cc1)S(C)(=O)=O
#15 COC(=O)[C@H](CCSC)NC(=O)C/C=C\[C@@H](C)[C@@H](CO)OC
#16 COc1ccc(CN2CCC(n3nccc3NC(=O)C3CC3)CC2)cc1O
#17 COc1ccc(-c2[nH]ncc2CN(C)CCN2CCOCC2)cc1F
#18 CC[C@]12c3[nH]c4cc(CCC(=O)N(C)C)ccc4c3CCN1C(=O)[C@@H](CC(=O)NCc1cccc(C(F)(F)F)c1)C[C@@H]2C(=O)N1CCN(C(=O)c2ccco2)CC1
#19 Cc1ccc(N(C(=O)c2csnn2)C(C(=O)NCc2ccccc2)c2cccnc2)cc1 (stereo unspecified)
#20 COc1cccc(CNC(=O)Cc2c(C)c3cc4c(C)coc4cc3oc2=O)c1

Assay by compound | 14 | 15 | 16 | 17 | 18 | 19 | 20
POLK inh | -10% | . | -4% | 0% | 4% | -4% | -10%
BLM helicase inh | -5% | 1%[12.4 µM] | -6% | 1% | . | 0% | -7%
LDHA inh | -10 | . | -10 | -6 | -2 | -7 | -14
Pol beta inh | 24% | . | 7% | 4% | . | 22% | 16%
GRP78 ERSR act | -1% | -3% | -4% | -5% | 1% | 0% | -2%
Pol iota inh | 95%[activator] | . | 31%[activator] | 99%[activator] | 29% | -19% | -5%
Apoferritin bind | -12% | -1%[15.3 µM] | 1% | -5% | . | -7% | -12%
APEX1 inh | -10% | -6%[12.4 µM] | 7% | 2% | -18% | 53% | .
Pol eta inh | -7% | . | -8% | -8% | -12% | -13% | -20%

#21 O=C(CCOc1ccccc1)N(Cc1cccnc1)c1nc2c(F)cccc2s1
#22 Cc1ccc(C(C)C)c(OCCNC(=S)Nc2cccc3ccccc23)c1
#23 Cc1ccc(CN2CCN(Cc3ccc(OC(C)C)cc3)CC2CCO)o1 (stereo unspecified)
#24 CC(C)Cn1c(N)c(C(=O)CSc2ncn[nH]2)c(=O)n(C)c1=O

Assay by compound | 21 | 22 | 23 | 24
POLK inh | -14%[60.1 µM] | -8% | 12% | -1%
BLM helicase inh | -12% | -16% | 2% | .
LDHA inh | -2 | -2 | -4 | 1
Pol beta inh | 18% | 3% | 2% | .
GRP78 ERSR act | -9% | -7% | -4% | 1%
Pol iota inh | ? | 1% | 0% | 17%
Apoferritin bind | 54%[activator] | 42%[activator] | -5% | .
APEX1 inh | . | -4% | 4% | .
Pol eta inh | -26% | -18% | -5% | -1%
